Source: PubChem (National Center for Advancing Translational Sciences (NCATS))
aSyn yeast rescue: qHTS of alpha-syn Inhibitors: NCGC Sytravon Library Screen. S. cerevisiae alpha-synuclein toxicity rescue, BacTiter-Glo growth, 24 h. Potency, µM (top dose mostly 46.1 µM), for the others: at the highest dose growth rescue (activation), hits mostly activators. 0.02% of 94,000 active; active = well fitted activation curve with a large enough effect; also: 0% is about no effect
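Growth restoration measured by BacTiter-Glo luminescence after 24 hr at 30 deg C; alpha-synuclein yeast, raffinose-pregrown to mid-log, were added at OD600=0.02 in galactose medium onto pinned compounds.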
* = called active by the depositor; & = joins results of further samples; [ ] = another dose, or the depositor's remark. Potency is read from the fitted curve at half-maximal effect.

SMILES	aSyn yeast rescue
COC(=O)c1c(NC(=O)Nc2ccc(Cl)cc2)sc(C)c1C	4.6%
O=C(CN1C=NS(=O)(=O)c2ccc(C(F)(F)F)cc21)Nc1cccc(C(F)(F)F)c1	1.2%
CCn1c(SCc2nc3ccccc3c(=O)[nH]2)nc2ccccc21	-6.7%
CCN(C(=O)Cc1c(C(=O)O)[nH]c2ccccc12)c1ccc(OC)cc1	5.7%
CCOc1ccccc1NS(=O)(=O)c1ccc2oc(=O)c3ncn(C)c3c2c1	-7.2%
Cc1ccc(CNC(=O)CSc2nnc(C)c3c(C)n(-c4ccccc4)nc23)cc1	-6.2%
CN(C(=O)CSc1cc(C(=O)c2nccn2C)c2ccccc2n1)c1ccccc1	3.9%
COc1ccc(S(=O)(=O)N2CCCCC2)cc1NC(=O)C1CCCO1 (stereo not given)	-2.5%
O=C(CCn1c(=O)c2cccn2c2ccccc21)Nc1ccc(F)cc1	-0.3%
Cc1nnc2ccc(-c3ccc(NC(=O)Cc4cccs4)cc3)nn12	0.5%
O=S(=O)(Nc1ccc(NS(=O)(=O)c2ccccc2)cc1)c1ccccc1	0.0%
CS(=O)(=O)Nc1ccc(-c2nc3ccccc3s2)cc1	-3.2%
Cc1ccc(OCCn2cc(C(=O)c3cccs3)c3ccccc32)cc1	-8.1%
Cc1nc(-c2ccccc2)sc1-c1ccc(SCC(=O)Nc2cccc(C(F)(F)F)c2)nn1	6.1%
O=c1oc2ccccc2cc1-c1cn2cc(Cc3ccc(F)cc3)sc2n1	-4.8%
CCCCC(CC)CNC(=O)CCCn1c(=O)[nH]c2ccsc2c1=O (stereo not given)	-4.7%
CCN(CC)C(=O)C1=C(C)N(Cc2ccc(C(C)(C)C)cc2)C(=O)C(CC(=O)NC2CC2)C1 (stereo not given)	2.8%
COc1ccc(CC(=O)Nc2ccc(S(=O)(=O)Nc3cc(C)nc(C)n3)cc2)cc1OC	-5.6%
CC(Oc1cccc(Cl)c1)C(=O)Nc1nc(-c2ccccn2)cs1 (stereo not given)	-5.8%
Cc1ccc(Cl)cc1NC(=O)C(NS(=O)(=O)c1cccc2nsnc12)c1ccccc1 (stereo not given)	15.0%
CC(=O)c1ccccc1OC(=O)COc1ccc(Cl)cc1C	-18.0%
CC1=C(C(=O)N(C)C)CC(CC(=O)NC2CCCC2)C(=O)N1CCC1=CCCCC1 (stereo not given)	-0.6%
O=c1c2sc3ccccc3c2n(Cc2cccc(Cl)c2)c(=O)n1Cc1ccccc1	0.3%
CCc1c(C)nc(SCc2nc(-c3ccccc3C)no2)[nH]c1=O	8.4%
O=C(NC(=S)Nc1cccc(NC(=S)NC(=O)c2ccco2)n1)c1ccco1	-7.0%

Next part.
SMILES	aSyn yeast rescue
Cc1ccccc1NC(=S)NC(C)CCc1ccccc1 (stereo not given)	9.5%
Cc1c(CC(=O)O)c(=O)oc2cc(OCc3ccc(F)cc3F)ccc12	-2.7%
Cc1ccc(-c2cc3ncc4c(n3n2)-c2cc(Cl)ccc2OC4)cc1	-10.4%
CC1(C)CC(=O)c2cc(C(=O)Nc3ccc(Br)cc3)c(=O)n(-c3ccc(Cl)cc3)c2C1	2.4%
CCCCCCN1C[C@@H](O)[C@H](n2cc(C3CC3)nn2)C[C@@H]1c1ccc(Cl)cc1	6.5%
CCCN1Cc2cccc(C(=O)Nc3cc(Cl)ccc3C)c2C1=O	-10.1%
CC(=O)c1ccc(NC(=O)Cn2c(=O)c3cccn3c3ccccc32)cc1	-2.5%
CCN1CCN(CCNC(=O)c2ccc3c(c2)N(Cc2ccc(F)cc2)C(=O)/C(=C/c2ccccc2)S3)CC1	-17.0%
Cc1ccccc1NC(=O)Cn1c(=O)n(Cc2ccc3c(c2)OCO3)c(=O)c2oc3ccccc3c21	0.5%
Cc1cc(C)cc(OCC(=O)O/N=C(\N)c2cccnc2)c1	8.6%
Cc1ccccc1C(=O)Nc1ccc(S(=O)(=O)N2CCC(c3nc4ccccc4s3)CC2)cc1	5.8%
Cc1ccc(C)c(N2CCN(C(=O)c3cc(S(=O)(=O)N4CCCCCC4)cn3C)CC2)c1	24.6%
CC1(C)CN(Cc2cccnc2)C(=O)[C@H]1CC(=O)Nc1ccc(Br)cc1	1.0%
CN(Cc1ccc(F)cc1)S(=O)(=O)c1nnc(NC(=O)c2ccccc2)s1	0.4%
CCOC(=O)CSc1nc2sc3c(c2c(=O)n1-c1ccccc1)CC(C(C)C)OC3 (stereo not given)	2.7%
CCN(CC)C(=O)Cn1c(SCCOc2ccc(Cl)cc2)nc2ccccc21	3.5%
COc1cc2nc(Nc3ccc(C)c(C)c3)nc(N)c2cc1OC	-5.7%
COc1ccc(OC)c(-n2c(SCC(=O)NCc3ccco3)nnc2-c2c[nH]c3ccccc23)c1	3.5%
CCOC(=O)COc1cccc2c(=O)n(CC(=O)N3CCCc4ccccc43)ccc12	-2.9%
COc1ccc(Cl)cc1NC(=O)Cc1coc2c(C)c(C)ccc12	1.2%
O=C(COC(=O)c1n[nH]c2ccccc12)c1cc(F)ccc1F	4.9%
Cc1cccc(CS(=O)(=O)CC2Nc3ccc(C(=O)NCc4ccccc4Cl)cc3NC2=O)c1 (stereo not given)	-7.9%
O=C(NCc1cccs1)c1nn(-c2ccccc2)nc1CO	-2.2%
N#CC(=C1NC(=O)c2ccccc21)c1nc2ccccc2n1CCO	-3.4%
O=C(NCc1ccccc1F)C1CCN(Cc2cc3ccccc3n2Cc2cccc(Cl)c2)CC1	-19.6%

Continuation:
SMILES	aSyn yeast rescue
CCOC(=O)c1c(C)[nH]c(C)c1S(=O)(=O)NCC(=O)Nc1cc(Cl)ccc1OC	-3.4%
COc1ccc(Nc2nc3nonc3nc2N2CCCCC2)cc1	-11.2%
O=C1c2ccccc2C(Nc2ccc(S(=O)(=O)N3CCOCC3)cc2)N1Cc1ccco1 (stereo not given)	-8.4%
O=C(CCn1c(=O)c2cccn2c2cccnc21)Nc1ccccc1C(F)(F)F	0.7%
CC(=O)Nc1ccc2nc(SCCOc3cc(C)cc(C)c3)sc2c1	-11.2%
COc1ccc(C(=O)NNC(=S)NC(=O)C(C)(C)C)cc1	4.5%
Cc1nncn1-c1ccc(C(=O)Nc2cc(F)ccc2F)cc1	0.6%
CN(CC(=O)Nc1cccc(F)c1)C(=O)c1cc(S(=O)(=O)N2CCCCC2)ccc1N1CCOCC1	2.5%
O=C(NCc1ccc(Cl)cc1)C1=Cc2cc(Br)ccc2OC1	-1.8%
CCC(=O)N1CCCc2cc(S(=O)(=O)N3CCC(C(=O)Nc4cccc(Cl)c4)CC3)ccc21	-5.4%
COc1ccc(CNC(=O)C(Cc2ccccc2)n2cccc2)cc1 (stereo not given)	13.9%
CCCCNC(=O)CCn1c(=O)c2cccn2c2ccc(F)cc21	3.9%
CCCc1cc(C(=O)Nc2cccc(Cl)c2C)no1	-11.3%
O=C(NCC(=O)N1CCN(C(c2ccccc2)c2ccccc2)CC1)c1ccccc1F	-0.1%
CC(=O)N1CCc2cc(S(=O)(=O)NC(CC(C)C)C(=O)Nc3cc(C)cc(C)c3)ccc21 (stereo not given)	5.3%
Cc1ccc(S(=O)(=O)/N=C(/Nc2cccc(O)c2)c2ccccc2)cc1	13.3%
CC(C)(C)NC(=O)CN(CCN1CCOCC1)C(=O)CNS(=O)(=O)c1ccccc1	-1.6%
O=C(Nc1ccccc1N1CCCCC1)c1ccc(-c2cccc(Cl)c2)o1	8.1%
Cc1onc(-c2ccccc2Cl)c1C(=O)NNC(=O)c1ccccc1F	4.9%
Cc1noc(Cn2c(=O)c3ccccc3n(CC(=O)Nc3ccc(F)cc3F)c2=O)n1	-11.0%
COc1ccc(N2CCN(Cc3nc4c(c(=O)[nH]c(=O)n4C)n3Cc3ccccc3F)CC2)cc1	-7.0%
CCOc1ccc(NC(=S)N2CCC(C(=O)c3ccc(OC)cc3)CC2)cc1	-0.1%
Cc1ccc(Nc2n[nH]c(=S)s2)cc1C	-0.5%
Cc1nc2sccn2c(=O)c1S(=O)(=O)Nc1ccc(N2CCOCC2)c(Cl)c1	10.3%&-5.5%
O=C(CSc1nc(-c2cccs2)nc2cc(=O)[nH]n12)Nc1ccc(F)cc1	10.6%

Molecules above containing two or more sulfur atoms (twelve):
SMILES	aSyn yeast rescue
O=S(=O)(Nc1ccc(NS(=O)(=O)c2ccccc2)cc1)c1ccccc1	0.0%
CS(=O)(=O)Nc1ccc(-c2nc3ccccc3s2)cc1	-3.2%
Cc1nc(-c2ccccc2)sc1-c1ccc(SCC(=O)Nc2cccc(C(F)(F)F)c2)nn1	6.1%
Cc1ccc(Cl)cc1NC(=O)C(NS(=O)(=O)c1cccc2nsnc12)c1ccccc1 (stereo not given)	15.0%
O=C(NC(=S)Nc1cccc(NC(=S)NC(=O)c2ccco2)n1)c1ccco1	-7.0%
Cc1ccccc1C(=O)Nc1ccc(S(=O)(=O)N2CCC(c3nc4ccccc4s3)CC2)cc1	5.8%
CN(Cc1ccc(F)cc1)S(=O)(=O)c1nnc(NC(=O)c2ccccc2)s1	0.4%
CCOC(=O)CSc1nc2sc3c(c2c(=O)n1-c1ccccc1)CC(C(C)C)OC3 (stereo not given)	2.7%
CC(=O)Nc1ccc2nc(SCCOc3cc(C)cc(C)c3)sc2c1	-11.2%
Cc1ccc(Nc2n[nH]c(=S)s2)cc1C	-0.5%
Cc1nc2sccn2c(=O)c1S(=O)(=O)Nc1ccc(N2CCOCC2)c(Cl)c1	10.3%&-5.5%
O=C(CSc1nc(-c2cccs2)nc2cc(=O)[nH]n12)Nc1ccc(F)cc1	10.6%

The list continues.
SMILES	aSyn yeast rescue
Cc1nc(-c2cccc(F)c2)sc1CCNC(=O)c1c(F)cccc1Cl	3.5%
CSc1nn(Cc2cccc(Cl)c2)c(N(C(C)=O)C(C)=O)c1S(=O)(=O)c1ccccc1	-44.8%[inhibitor]
CC(=O)N/C(=C\c1ccc2c(c1)OCO2)C(=O)NC(C(=O)O)c1ccccc1 (stereo not given)	5.1%
O=C(NCCCn1ccnc1)c1ccc(Br)cc1	-8.8%
O=C(CSc1nnc(-c2ccccc2)c(-c2ccccc2)n1)NC1CCCC1	1.6%
Cc1ccc(-n2ncc3c(NCCc4ccccc4)ncnc32)cc1C	-14.5%
Cc1cccc(Cn2c(C)nc3c(N)c(C)c(C)cc32)c1	4.5%
Cc1ccsc1/C=N/Nc1ccc(F)cc1F	5.1%
Cc1ccc2[nH]c(C)c(/C=C/c3cc[n+](C)cc3)c2c1	-8.3%
Cc1cc(C)nc(OC(=O)c2c(Cl)cc(Cl)cc2Cl)n1	9.7%
CSc1ccc(S(=O)(=O)N2CCC(C(=O)NC3CC3)CC2)cc1	2.2%
CCOc1ccc2oc(=O)cc(CN3CCN(C(=O)c4ccc(Cl)cc4)CC3)c2c1	-3.8%
N#Cc1ccccc1OCC(=O)N(C1CCCCC1)C1CCS(=O)(=O)C1 (stereo not given)	-6.0%
Cc1c(C(=O)N2CCC(C)CC2)c(S(=O)(=O)Nc2cccc(C#N)c2)c(C)n1C	0.7%
COc1ccc(CCNC(=O)c2ccc(Cn3c(=O)c4ccccc4n(Cc4cccc(Cl)c4)c3=O)cc2)cc1OC	1.9%
CCC(=O)N1c2ccccc2CC1C(=O)NCCc1ccc(C)cc1 (stereo not given)	0.3%
CC(=O)Nc1ccc(NC(=O)c2cc3c(=O)n(Cc4cccnc4)ccc3nc2C)cc1	-4.7%
CC(OC(=O)CC1CCCCC1)C(=O)Nc1ccc(S(N)(=O)=O)cc1 (stereo not given)	1.2%
N#C/C(=C\c1ccccc1)c1nc(-c2cc3c(ccc4ccccc43)oc2=O)cs1	-4.7%
O=C(OCC(=O)N(CCc1ccccc1)Cc1ccccc1)c1ccccc1[N+](=O)[O-]	6.1%
COc1cc(Nc2nc3c(S(=O)(=O)c4cccc(Cl)c4)nnn3c3ccsc23)cc(OC)c1	5.1%
N#Cc1c[nH]n2c(NC3CCCCC3)c(-c3ccc(F)cc3)nc12	7.3%
O=C(CSc1nc(-c2ccc(F)cc2)nc2c1Cc1ccccc1O2)Nc1cccc(C(=O)O)c1	-3.0%
COc1cccc(CNC(=O)N2CCC(CN3CCC(C)CC3)CC2)c1	3.3%
CCc1ccccc1NC(=O)C1CCC(CNS(=O)(=O)c2ccc3c(c2)CC(C)N3C(C)=O)CC1 (stereo not given)	-8.1%

Other results.
SMILES	aSyn yeast rescue
CN(C)c1ccc(CNC(=O)C2CCN(Cc3cc4ccccc4n3Cc3ccccc3)CC2)cc1	5.5%
O=C(NC(=S)Nc1ccc(C(F)(F)F)cc1)c1csnn1	1.2%
Oc1ccccc1-c1nc(/C=C/c2ccc(F)cc2)no1	-8.1%
CC(=O)Nc1ccc(S(=O)(=O)N(C)CC(=O)N/N=C/c2cccc(O)c2)cc1	-9.0%
COc1c(O)ccc(C2NC(=O)NC(C)=C2C(=O)Nc2ccccc2C)c1[N+](=O)[O-] (stereo not given)	-2.0%
CN(C)c1ccc(NC(=O)CCSc2nc(-c3ccco3)cc(C(F)(F)F)n2)cc1	-5.7%
CCCCn1c(N)c(N(CC(C)C)C(=O)c2cc3c(s2)CCC3)c(=O)[nH]c1=O	8.4%
S=C1NC2=C(CCCC2=C2SCCS2)C(c2ccccc2)N1 (stereo not given)	0.0%
C[C@@H]1CN([C@@H](C)CO)C(=O)CCCn2nncc2CO[C@@H]1CN(C)S(C)(=O)=O	2.0%
COCCCNC(=O)c1cc(-c2cccnc2)nc2ccccc12	-8.9%
O=C(N/N=C/c1ccccc1OC(F)F)C1=COCCO1	2.8%
CN1c2ccccc2-c2nc(SCC(=O)Nc3ccccc3C(F)(F)F)ncc2S1(=O)=O	3.3%
COc1ccc(-c2nnc(SCC(=O)Nc3ccc(C(C)=O)cc3)nc2-c2ccc(OC)cc2)cc1	-15.0%

Only part of the results is shown; count on the stated rates, not on these rows.
